HIV fusion peptide: inhibitors of HIV fusion peptide binding, primary screen, biochemical, uHTS, fluorescence dequenching (AID 1986). actives 0.3% (n = 290,000). one-dose inhibition, % at 20 µM; IC50 in µM for titrated hits. cell-free peptide binding, fluorescence dequenching, 30 min; higher % means a stronger effect; in the data active = inhibition mostly above about 52%, no sharp cut-off; inactive = mostly below about 76%; note: some results filed as inactive read as strong as hits
SIAH1 antagonists: Siah-1 peptide-binding antagonists, primary screen, biochemical, fluorescence polarization, rhodamine-plectin, uHTS (AID 1817); Siah-1 / rhodamine-plectin peptide fluorescence polarization; higher % means a stronger effect; one-dose displacement, % at 20 µM; IC50 in µM for titrated hits; actives 0.02% (n = 290,000);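 active = displacement of at least 50% at 20 µM, with a fluorescence ratio check between 0.3 and a set limit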;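 note: plate controls were Siah plus tracer with DMSO for no effect and tracer alone without Siah for full effect; strong numbers were not always called active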
Lipid droplet: inhibitors of hepatocyte lipid droplet formation, primary screen, imaging, high-throughput imaging, BODIPY stain; actives 0.4% (n = 240,000); inhibition, % at 6.5 µM; AML12 mouse hepatocytes, oleate lipid droplets;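 active = lipid droplet intensity inhibited by at least 50%, with more than 500 cells counted; inconclusive = wells with under 300 cells, treated as cytotoxic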
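Material – AML12 mouse liver cells · Also added – oleate loading, 100 µM · Compound dosing – 6.5 µM single-point dosing · Times – overnight treatment with compound plus oleate · Measured by – fluorescence imaging, 20x objective, two fields per well · Read-out – percent inhibition of filter-corrected integrated lipid droplet intensity per well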
LYP phosphatase: inhibitors of LYP phosphatase, biochemical, fluorescence intensity, uHTS (AID 1779); Tyrosine-protein phosphatase non-receptor type 22 (Homo sapiens); recombinant LYP phosphatase, fluorescence intensity; higher % means a stronger effect; one-dose inhibition, % at 11.5 µM; IC50 in µM for titrated hits; actives 0.054% (n = 290,000);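 note: plate controls were vehicle with enzyme for no effect and no enzyme for full effect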
NS5 inhibitors: Dengue-2 NS5 methyltransferase inhibitors, primary screen, biochemical, confirmation dose response (AID 588689) | actives 0.3% (n = 340,000) | one-dose inhibition, % at 25 µM; IC50 in µM for titrated hits | Dengue-2 NS5 methyltransferase capping enzyme assay, biochemical; higher % means a stronger effect; in the data active = a potency from the dose series; inconclusive = inhibition above about 29% without an active follow-up result
Myeloid diff 2: induction of myeloid progenitor differentiation, primary screen, cell-based, flow cytometry, MLPCN library | ER-HoxA9 myeloid progenitors, lysozyme-GFP differentiation | actives 1% (n = 360,000) | calls only at 10 µM | AID 624256, 2012;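 active = normalized GFP-positive differentiation at or above the plate's own cutoff, the solvent-only control mean plus 3 SD; inconclusive = no clear call, values can overlap the other calls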;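 note: cells exposed to compound for four days before flow analysis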
XIAP antagonists: XIAP antagonists, biochemical, IAP family, fluorescence polarization (AID 1018); E3 ubiquitin-protein ligase XIAP (Homo sapiens); XIAP BIR domain, fluorescence polarization peptide displacement; higher % means a stronger effect; displacement, % at 20 µM, or IC50 in µM where a hit was titrated; actives 0.007% (n = 200,000); in the data active = displacement above about 50%; note: a part of the inactive calls stands beside numbers as strong as those of hits
HEK293 NOD2/NF-kB: NOD2 signaling inhibitors, cell-based, luminescence, uHTS, HEK293 (AID 1566); HEK293 NOD2/NF-kB luciferase reporter, luminescence; higher % means a stronger effect; inhibition, % at 4 µM, or EC50 in µM where a hit was titrated; actives 0.63% (n = 290,000); note: many of its hits are not listed in these tables
AID2073: inhibitors of Mint1-CaV2.2 protein interaction, biochemical, HTRF (AID 2073) | Voltage-dependent N-type calcium channel subunit alpha-1B (Homo sapiens) | HTRF protein-protein interaction, Mint1-CaV2.2; higher % means a stronger effect | inhibition, % at 20 µM; hits with a dose series show IC50 in µM | actives 0.19% (n = 290,000); in the data active = inhibition mostly above about 51%, no sharp cut-off; inconclusive = no clear call, values can overlap the other calls; inactive = mostly below about 53%; note: some results filed as inactive read as strong as hits
Lipid droplet cells 6.5 µM: second read-out of Lipid droplet, no call of its own (marks repeat the call); cell count; measured here: cell count, cytotoxicity flag;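 cells counted across two imaged fields per well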
NS5 inhibitors pilot replicate: also measured in NS5 inhibitors; calls as there; inhibition, %; measured here: pilot screen replicate inhibition
Myeloid diff 2 GFP+ MAC1+ %: further read-out of Myeloid diff 2, marked with its call; GFP+ MAC1+ double positive, %; measured here: differentiation confirmed by MAC1 staining
The depositor's hits bear a star; i = inactive; ? = inconclusive; · = not tested or not shown; + = active, no number. Cut-off read from the data, not from the text of the source, unless noted: active = inhibition above about 50%; inactive = the rest. Some of the compounds tested; the hit share may differ from the screen's.

SMILES | HIV fusion peptide | SIAH1 antagonists | Lipid droplet | Lipid droplet cells 6.5 µM | LYP phosphatase | NS5 inhibitors | Myeloid diff 2 | Myeloid diff 2 GFP+ MAC1+ % | XIAP antagonists | HEK293 NOD2/NF-kB | AID2073 | others
CCCCOC(=O)C1=C(C)NC2=C(C(=O)CCC2)C1c1cc(OC)ccc1OC (centres undefined) | 1.0% | 1% | 18 | 819 | 0% | -4% | i | 1.3 | -3.6% | 5% | 1%
O=C(NC(=S)NNC(=O)c1cnccn1)c1ccc(F)cc1 | 3.2% | -12% | -14 | 588 | -6% | -5% | i | 2.9 | -1.2% | 1% | 1%
COc1ccc(NC(=O)CCSc2nc(C)cs2)cc1 | 0.7% | -5% | -6 | 842 | -5% | -7% | i | 0.6 | · | -13% | 8%
COc1ccc(OC)c(NC(=O)c2cc3n(n2)C(C(F)(F)F)CC(c2ccc4c(c2)OCO4)N3)c1 (centres undefined) | -2.2% | -2% | -8 | 689 | 2% | 3% | i | 8.0 | 1.7% | 35% | 19%
c1ccc2c3c([nH]c2c1)-c1[nH]ncc1CC3 | 3.1% | -3% | · | · | -7% | -3% | i | 8.3 | -1.2% | 14% | -8%
O=C(O)CCCC(=O)N1CCN(c2cccc(Cl)c2)CC1 | -1.3% | -2% | · | · | -13% | -7% | · | · | -4.9% | 14% | 1%
CC(C)CC(NC(=O)c1ccc(Cl)cc1Cl)C(=O)O (centres undefined) | -1.8% | 7% | -7 | 747 | -2% | -6% | i | 0.0 | -6.6% | 13% | 30%
CC(C[N+](C)(C)C)OC(N)=O (centres undefined) | -1.3% | 12% | 1 | 723 | 0% | -1% | i | 4.4 | -3.6% | 3% | 0%
CCn1c2ccccc2c2cc(/C(C)=N/O)ccc21 | 2.2% | 2% | · | · | -7% | -1% | i | 0.4 | -1.2% | -37% | 2%
Cc1csc2nc3ccccc3c(=O)n12 | -2.0% | 0% | 22 | 719 | 1% | 3% | i | 0.3 | 0.2% | -2% | 4%
O=C(CC1SC(=Nc2ccccc2)N(CCO)C1=O)Nc1ccccc1 (centres undefined) | -0.6% | -6% | 0 | 623 | -8% | -7% | i | 0.2 | -14% | 1% | -16%
CC1CCN(c2ccc(NC(=O)c3cccnc3)cc2)CC1 | 15% | 0% | 32 | 717 | -6% | -12% | + | 0.7* | -5.6% | -31% | -14%
CC(NCc1ccc2c(c1)OCO2)C(=O)NC1CCCc2ccccc21 (centres undefined) | -2.2% | 7% | -3 | 763 | -9% | -4% | i | 0.8 | -5.1% | -9% | -3%
CCOC(=O)C(C)Oc1cccc2c(=O)n(CC(=O)N3CCc4ccccc43)ccc12 (centres undefined) | 0.0% | 9% | -4 | 598 | 1% | 1% | i | 2.3 | -3.2% | 3% | -5%
CSc1nnc2c(n1)OC(c1cccn1C)N(C(C)=O)c1ccccc1-2 (centres undefined) | 0.9% | 1% | · | · | 2% | -11% | i | 0.2 | -7.1% | -14% | -5%
CC(C(=O)Nc1ccccc1Cl)c1ccc([N+](=O)[O-])cc1 (centres undefined) | 0.7% | 1% | 21 | 662 | 3% | -7% | i | 0.1 | -1.8% | -13% | -4%
O=S(=O)(c1cnc(Cl)c(Br)c1)N1CCN(c2ncccn2)CC1 | -2.9% | 0% | 2 | 753 | -11% | -8% | i | 0.2 | · | -12% | 2%
COc1ccc(-c2csc3[nH]c(=S)n(-c4ccccc4)c(=O)c23)cc1OC | -1.0% | 3% | 2 | 673 | -2% | · | i | 0.2 | -3.9% | -5% | 20%
COc1ccccc1OC(=O)c1cc(Cl)nc2ccccc12 | 1.1% | 6% | 7 | 588 | -2% | -7% | i | 5.5 | -4.7% | 20% | 2%
COC(=O)C1=NNC2(c3ccc(Cl)cc3)C(=O)N(c3ccccc3)C(=O)C12 (centres undefined) | 1.5% | 2% | -2 | 659 | -4% | 11% | i | 1.1 | -12% | 6% | -8%
Cc1ccc(C(N)=Nc2ccccc2)cc1 | 0.4% | 2% | 3 | 794 | 2% | 4% | i | 0.3 | · | -10% | 4%
CCOC(=O)c1cnn(-c2cc(C(C)(C)C)nc3c(-c4ccccc4)c(C)nn23)c1N | -0.2% | 7% | -6 | 755 | -1% | 3% | i | 0.9 | -0.9% | 6% | -8%
Cc1cccc2cc(CN(Cc3ccc(F)cc3)Cc3nnnn3C3CCCC3)c(=O)[nH]c12 | 3.0% | 19% | · | · | -5% | -3% | ? | · | -5.9% | -2% | 2%
COc1ccc2c(c1OC)C(=O)N1C2SC(C)(C)[C@H]1C(=O)NCC(C)C (some centres undefined) | 1.3% | 6% | · | · | -5% | -4% | i | 0.7 | · | 8% | 10%
Cn1cnnc1SC(C(=O)Nc1cccc(C(F)(F)F)c1)c1ccccc1 (centres undefined) | 2.1% | -5% | -7 | 778 | 2% | 6% | i | 0.6 | -5.1% | -1% | 23%
COc1cccc(C(=O)N(Cc2ccccc2)Cc2cc3cc4c(cc3[nH]c2=O)OCCO4)c1 | 4.9% | 2% | · | · | 12% | 0% | i | 2.4 | 0.7% | 16% | -4%
CC(=O)c1cccc(NC(=O)CCS(=O)(=O)c2cc3c(cc2C)NC(=O)CO3)c1 | 1.7% | 0% | -7 | 643 | -9% | -8% | i | 0.8 | · | -3% | 5%
Cc1nc2ccccc2nc(C)c1=NOCC(=O)N(c1ccccc1)C(C)C | -1.6% | 5% | 4 | 712 | -3% | 7% | i | 0.2 | -2.0% | 15% | -4%
COc1ccc(N2C(=O)C3C4C=CC(CC4)C3C2=O)c([N+](=O)[O-])c1 (centres undefined) | 17% | -5% | · | · | -10% | -4% | i | 3.9 | -4.7% | 5% | 0%
CCC(c1nnnn1Cc1ccc(F)cc1)N1CCN(C2CCCCC2)CC1 (centres undefined) | 5.6% | 6% | · | · | 0% | -4% | i | 0.5 | -6.5% | -17% | 10%
COc1nc(Nc2ccc(OC)c(Cl)c2)nc(OC)n1 | -1.8% | 1% | -5 | 639 | 1% | · | i | 1.0 | -4.3% | 9% | 0%
O=C(NC(=S)Nc1ccccc1N1CCCCC1)c1ccco1 | 0.0% | 13% | 25 | 690 | 4% | -1% | i | 0.5 | -6.9% | 4% | 1%
CCN1CCN(C(=O)c2cc(S(=O)(=O)N3CCCCC3)ccc2Cl)CC1 | 0.7% | 7% | 2 | 805 | -10% | -4% | i | 0.2 | · | -4% | 3%
CCCC(=O)Nc1cccc(-c2nc3ccccc3o2)c1 | -0.1% | -8% | 9 | 770 | -10% | 7% | i | 1.1 | -4.2% | -8% | -6%
O=S(=O)(Nc1ccc(O)cc1)c1cccc2cccnc12 | 0.7% | 2% | · | · | -6% | -1% | i | 1.4 | -4.2% | -3% | -8%
Cc1ccccc1CN1C(=O)C(C)S/C1=N/N=C/c1ccco1 (centres undefined) | 4.6% | 2% | -12 | 676 | 9% | -1% | i | 0.3 | · | -15% | 14%
O=C(NCCc1ccccc1)c1cccnc1 | -0.8% | -2% | 10 | 801 | -8% | 3% | i | 0.4 | -3.6% | -18% | 0%
Cn1c(=O)oc2cc(S(=O)(=O)Nc3cccc(F)c3)ccc21 | -1.9% | 16% | -1 | 718 | 0% | 0% | i | 0.9 | 2.3% | 21% | 10%
COc1ccc(N2C(=O)CC(n3cnc4ccccc43)C2=O)cc1 (centres undefined) | 5.1% | 3% | -5 | 724 | -6% | -5% | i | 1.9 | -3.9% | 26% | -6% | NS5 inhibitors pilot replicate=-3.2
Cc1cccc(C)c1NC(=O)/C(C#N)=C/c1ccsc1 | 3.0% | 9% | -7 | 517 | -6% | -39% | i | 0.2 | -8.3% | -1% | 1%
CC1(C)C(=O)Nc2ccccc2N1C(=O)Cn1ncc(Cl)c(Cl)c1=O | -0.5% | 9% | 2 | 697 | -7% | 9% | i | 0.5 | · | 26% | 20%
COc1ccc(/C=C(\C#N)C(=O)Nc2cccc(C)n2)cc1 | -0.7% | -2% | 1 | 812 | -4% | -7% | i | 0.3 | · | -1% | 11%
CN(C)CC1CCCCC1OC(=O)/C=C/c1ccc(Cl)cc1Cl (centres undefined) | -1.5% | 2% | 4 | 688 | 4% | -9% | i | 0.5 | -5.0% | -4% | 4%
Brc1ccc(CSc2ccc(-c3ccco3)nn2)cc1 | 18% | 60% | -9 | 688 | -2% | -2% | i | 0.2 | -3.5% | -48% | ?
ONC(=Nc1ccccc1)c1ccccc1Cl | 1.7% | -2% | · | · | -7% | 6% | i | 0.8 | -3.7% | -3% | -3% | NS5 inhibitors pilot replicate=-2.1
CCOC(=O)C1C(=O)CC(C)(O)C(C(=O)OCC)C1c1ccccc1 (centres undefined) | -3.3% | -6% | -3 | 748 | -6% | -2% | i | 1.8 | 0.5% | 5% | 10%
COc1cc(F)ccc1S(=O)(=O)N1CCN(C23CC4CC(CC(C4)C2)C3)CC1 | -0.1% | 0% | 20 | 791 | 4% | -3% | i | 0.6 | -5.2% | -52% | 0%
O=C(Cn1cc(C(F)(F)F)cc(Cl)c1=O)Nc1cc(S(=O)(=O)N2CCOCC2)ccc1Cl | 1.5% | 4% | -10 | 665 | -8% | -1% | i | 0.7 | 7.4% | 13% | 4%
CCC1=C(c2cc(OC)c(OC)c(OC)c2)C2(CCCC2)C(=O)O1 | 3.7% | 2% | · | · | -6% | -13% | i | 1.4 | · | 17% | 1%
CC(C)CC(=O)Nc1cccc(-c2nc3ncccc3o2)c1 | -2.2% | 2% | 6 | 784 | -4% | -9% | i | 0.6 | · | 19% | -3%
